Screening results (PubChem)
GLD-1 RNA inh – GLD-1/TGE RNA complex disruptors, primary screen, biochemical, fluorescence polarization; purified GLD-1 + fluorescein TGE RNA; inhibition, % at 5.96 µM; 320,000 compounds, 0.44% hits; AID 2280, 2010;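 active = percent inhibition above a per-plate cutoff, the plate mean of test compounds plus 3 SD, cut at about 30% in these data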;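 note: 0% = DMSO wells with GLD-1 and probe and 100% = wells lacking GLD-1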
Target sequence (Q17339 whole entry, looked up): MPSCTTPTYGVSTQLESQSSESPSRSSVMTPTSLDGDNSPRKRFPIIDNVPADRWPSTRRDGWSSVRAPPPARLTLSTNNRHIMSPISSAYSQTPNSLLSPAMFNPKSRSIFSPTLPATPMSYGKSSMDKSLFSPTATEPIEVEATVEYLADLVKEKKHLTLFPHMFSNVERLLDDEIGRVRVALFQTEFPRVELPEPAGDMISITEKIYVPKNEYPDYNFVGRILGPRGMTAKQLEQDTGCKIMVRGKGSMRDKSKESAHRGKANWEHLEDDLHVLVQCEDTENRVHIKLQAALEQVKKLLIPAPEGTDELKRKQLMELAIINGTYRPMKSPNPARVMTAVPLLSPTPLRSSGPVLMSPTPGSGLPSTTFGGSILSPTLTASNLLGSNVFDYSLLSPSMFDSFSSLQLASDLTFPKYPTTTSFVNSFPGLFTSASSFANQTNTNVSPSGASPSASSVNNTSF
Efflux pump inh – inhibitors of Candida efflux pumps in yeast, primary screen, S. cerevisiae, Nile Red, multiplex. S. cerevisiae Candida pump triplex. inhibition, % at 10 µM. 330,000 compounds, 0.44% hits. AID 485275, 2010;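 active = plate passing quality check with inhibition over a set limit, or well fluorescence over plate mean plus 4 SD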;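 note: Nile Red retained in pooled yeast measured as flow cytometry median fluorescence; 0% = buffer negative control and 100% = Enniatin B positive control; higher means more Nile Red kept so more efflux inhibition; some compounds called inactive have numbers as strong as hits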
MEX-5 binding – MEX-5 zinc finger RNA-binding disruptors – biochemical, C. elegans, fluorescence polarization, MLPCN library, primary screen | Zinc finger protein mex-5 (Caenorhabditis elegans), Q9XUB2 | MEX-5/FITC-TCR2 RNA binding; active compounds read low | activity score (negative = inhibition of binding), % at 10 µM | 300,000 compounds, 0.38% hits | AID 1832, 2009;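 active = inhibition past about -25% in most replicates, and total fluorescence under double the plate's negative control median, limit read from the data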;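 note: 0% = DMSO and -100% = 5 µM competing unlabeled TCR2 RNA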
BCLXL inh – inhibitors of human Bcl-xL, primary screen, biochemical, fluorescence polarization, HTS; inhibition, % at 10.9 µM; GST-Bcl-xL / FITC-Bim BH3 peptide fluorescence polarization; 320,000 compounds, 0.7% hits; AID 2129, 2009; Bcl-2-like protein 1 (Homo sapiens), Q07817;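 active = inhibition above the mean of all tested compounds plus 3 SD, cutoff set per campaign, cut at about 30% in these data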;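 note: 0% = DMSO wells and 100% = unlabeled Bim-BH3 peptide competitor; inhibitors lower millipolarization by displacing the labeled peptide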
Target sequence (Q07817 whole entry, looked up): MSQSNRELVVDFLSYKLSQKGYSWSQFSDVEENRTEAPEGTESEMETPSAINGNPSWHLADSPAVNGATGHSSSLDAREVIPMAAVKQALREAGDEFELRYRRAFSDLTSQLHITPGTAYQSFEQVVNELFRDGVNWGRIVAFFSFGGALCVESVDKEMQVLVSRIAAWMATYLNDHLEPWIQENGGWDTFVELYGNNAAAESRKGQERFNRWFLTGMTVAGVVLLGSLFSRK
ZTA counter – ZTA (EBV) inhibition in EBNA-1 counter-screen; P03206; inhibition, % at 11 µM; AID 2234; ZTA-DNA binding, fluorescence polarization; 320,000 compounds, 0.15% hits; in the data active = inhibition above about 33%
Target sequence (P03206 whole entry, looked up): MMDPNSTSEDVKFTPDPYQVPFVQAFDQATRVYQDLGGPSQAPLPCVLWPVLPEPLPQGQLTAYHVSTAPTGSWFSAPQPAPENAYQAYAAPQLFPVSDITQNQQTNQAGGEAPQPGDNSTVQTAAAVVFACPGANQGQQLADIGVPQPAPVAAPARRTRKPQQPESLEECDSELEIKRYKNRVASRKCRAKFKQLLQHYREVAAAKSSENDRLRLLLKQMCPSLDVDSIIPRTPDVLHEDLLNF
Yeast superoxide – reduction of superoxide in aged yeast, primary screen, HTS | S. cerevisiae aged cells, superoxide DHE fluorescence; active compounds read low | superoxide response (% of plate mean), % at 10 µM | 330,000 compounds, 0.18% hits;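 active = superoxide response under a set limit, about three screen SD below normal, cut at about 65% in these data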;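 note: yeast aged for seven days with compound at 30 °C before DHE staining; 100% = average MFI of all compound-treated wells on the plate with controls excluded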
MCL1 BIM primary – inhibitors of MCL1 binding to BIM-BH3, primary screen, biochemical, fluorescence polarization. 320,000 compounds, 0.68% hits. GST-MCL1 / FITC-Bim-BH3 fluorescence polarization. Induced myeloid leukemia cell differentiation protein Mcl-1 (Homo sapiens), Q07820. inhibition, % at 10.9 µM;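 active = inhibition above the mean inhibition of all tested compounds plus 3 SD, set per campaign, cut at about 40% in these data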;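 note: 0% = DMSO wells and 100% = unlabeled Bim-BH3 peptide control; higher means more loss of mP so more displacement of Bim peptide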
EBNA-1 inh – EBNA-1 DNA-binding inhibitors, primary screen, biochemical, fluorescence polarization. AID 1950, 2009. inhibition, % at 14.8 µM. 300,000 compounds, 0.34% hits; in the data active = inhibition above about 28%
Fam108B counter – mouse Fam108B serine hydrolase inhibitors, primary screen, counter-screen for RBBP9 inhibitor project, biochemical, fluorescence polarization; 300,000 compounds, 0.33% hits; recombinant Fam108B, FP-Rh probe fluorescence polarization; inhibition, % at 9.51 µM;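 active = inhibition above the screen mean inhibition plus 3 SD, computed separately per campaign, cut at about 18% in these data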;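 note: inhibitors lower polarization as less probe binds the enzyme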
Starred values were filed as active, the others as inactive; / = no result given.

canonical_smiles,GLD-1 RNA inh,Efflux pump inh,MEX-5 binding,BCLXL inh,ZTA counter,Yeast superoxide,MCL1 BIM primary,EBNA-1 inh,Fam108B counter
CC1CCN(C2CC(=O)N(c3ccccc3)C2=O)CC1 (centres undefined),-1,0.1,-0.1,9,-5,95,4,8,0
O=C(Oc1ccc(C(=S)N2CCOCC2)cc1Cl)c1ccccc1F,7,0.1,0.1,0,0,100,2,-10,2
O=C(c1ccc(Cl)cc1)C1CCN(C(=O)N2CCOCC2)CC1,-1,0.0,2.2,-1,0,106,-1,4,-2
COc1cc(OC)c(C(=O)CCCN2CCCC2)c(OC)c1,3,0.1,6.0,0,7,103,3,-14,-1
O=C(c1ccc2c(c1)OCO2)C1CCCN(C2CCN(CCc3ccccc3)CC2)C1 (centres undefined),-11,0.0,0.3,3,2,103,-5,3,-7
CCCCCOc1ccccc1C(=O)NCCC(=O)O,0,0.0,-1.0,0,9,85,6,7,-4
CCOC(=O)c1ccc(NC(=O)CSc2nncn2-c2cccnc2)cc1,-3,0.1,-2.5,1,-10,109,-4,-9,-1
C=CCNC(=O)C1CC(=O)N(c2ccc(OCC(=O)Nc3ccc(OC)cc3)cc2)C1 (centres undefined),0,0.1,-1.1,0,2,93,2,7,-1
CN(C)C(=N)c1n[nH]nc1SCc1ccccc1,5,-0.1,-0.5,6,-1,108,7,-1,-1
COc1ccc(/C=C2\SC(=NCc3ccccc3)N(Cc3ccccc3)C2=O)cc1OC,6,0.4,0.1,-1,-1,118,1,-9,-5
O=C(c1cc2ccccc2oc1=O)N(Cc1cccs1)Cc1cccs1,8,0.1,2.3,-1,1,123,1,6,0
CC(NC(=O)C1CSC2(C)CCC(=O)N12)c1ccccc1Cl (centres undefined),8,-0.2,0.8,-2,-4,138,-5,-2,-2
COc1ccc(C(=O)/C=C/c2cccs2)c(OC(=O)c2cccc([N+](=O)[O-])c2)c1,5,0.6,0.4,4,-9,99,5,-16,-6
COc1cccc(CNC(=O)N[C@@H](C)C(=O)O)c1,-1,-0.1,0.6,-4,3,105,-1,5,5
Cc1ccc(S(=O)(=O)CCC(=O)OCC(=O)NC(C)c2ccc(F)cc2)cc1 (centres undefined),6,0.0,/,3,-9,94,5,/,/
O=C(NC1CCCCC1)c1ccc([N+](=O)[O-])o1,-9,0.7,-1.1,-1,-6,114,-12,-8,2
COc1cc(NC2c3ccccc3C(=O)N2c2cc(C)ccn2)cc(OC)c1OC (centres undefined),-5,0.1,-1.8,9,-12,95,5,-14,-2
CCCNS(=O)(=O)c1cc2c3c(c1)CCN3C(=O)CC2,-1,-0.1,0.5,0,-5,103,-9,-8,0
CCC/C=C(\CCC)C(NS(=O)(=O)c1ccc(C(F)(F)F)cc1)c1ccccc1 (centres undefined),5,0.1,0.9,5,8,97,5,-4,-7
COc1ccc(OC)c(C2N(c3ccccn3)C(=O)C3CCCN32)c1 (centres undefined),3,-0.1,0.8,7,-10,90,9,-14,7
CC(C)C(NS(=O)(=O)c1cccc2nsnc12)C(=O)Nc1nc2ccc(Cl)cc2s1 (centres undefined),-15,-0.1,-0.9,-2,0,92,-2,-5,1
CC(C)C[C@H]1C(=O)N2CCC[C@H]2[C@]2(O)O[C@](NC(=O)[C@@H]3C=C4c5cccc6[nH]c(Br)c(c56)CC4N(C)C3)(C(C)C)C(=O)N12 (some centres undefined),95*,0.2,-3.7,87*,0,97,111*,-12,2
COc1ccc(OC)c(CNS(=O)(=O)c2c(C)nc3scc(C)n3c2=O)c1,-1,-0.1,1.4,2,-13,104,0,-5,1
Clc1ccc(C2CC(c3ccco3)n3ncnc3N2)cc1Cl (centres undefined),-7,-0.1,-0.7,-5,9,105,1,10,7
COc1cccc(CN2CC(C(=O)NCC3CCOCC3)CCC2=O)c1 (centres undefined),-2,-0.1,-2.3,0,9,126,-7,8,0
CCn1c(=O)c(=O)n(CC)c2cc(S(=O)(=O)N3CCc4ccccc43)ccc21,0,-0.1,0.2,8,-13,108,3,5,8
CN(C)S(=O)(=O)c1ccc(NC(=O)N2CCN(c3ccccc3Cl)CC2)cc1,1,0.0,-4.8,-2,-17,94,2,-4,-3
O=C(Nc1ccc(C(=O)NCc2ccccc2Cl)cc1)C1=CSCCO1,-9,0.3,3.1,3,7,114,5,-4,-1
O=C(Cc1cccs1)Nc1cccc(C(=O)Nc2ccco2)c1,4,0.0,/,1,5,103,-5,-6,-2
CCCn1c(N2CCOCC2)nc2c1c(=O)[nH]c(=O)n2C,2,0.0,-1.2,7,2,98,4,10,3
Oc1ccccc1CNCCCN1CCOCC1,2,0.0,0.5,-4,4,96,-3,7,-5
Cc1cccc(Cn2c(N3CCc4ccccc4C3)nc3c2c(=O)[nH]c(=O)n3C)c1,6,0.4,-1.3,0,-18,101,0,13,0
Oc1ccc(/C=N/NC(=S)N2CCOCC2)cc1,3,0.1,-3.7,-2,13,127,-7,2,-4
CSCC(=O)Nc1cc(C)on1,-2,0.0,-1.5,7,-1,103,9,0,0
O=C(NNC(=O)c1ccccc1Cl)c1cccnc1,1,0.4,0.4,1,11,101,1,-2,-4
Cc1nc(OCC(=O)c2ccc(Cl)cc2)c(C#N)c2c1COC(C)(C)C2,2,-0.1,3.1,4,-11,105,1,7,-5
O=C(CSc1oc(-c2ccc(F)cc2)nc1S(=O)(=O)c1ccc(F)cc1)NCC1CCCO1 (centres undefined),2,-0.1,-1.4,-2,3,104,0,-1,-3
CCc1c(C)sc(NC(=O)/C=C/C(=O)O)c1C(N)=O,4,-0.1,-0.8,15,12,100,11,7,0
FC(F)(F)c1cc(-c2cccs2)nc(N2CCOCC2)n1,8,-0.2,/,11,12,91,9,-5,-2
CS(=O)(=O)Nc1cccc2cccnc12,4,-0.1,/,5,12,116,0,9,4

2 compounds picked at random from those above, as already listed:
canonical_smiles,GLD-1 RNA inh,Efflux pump inh,MEX-5 binding,BCLXL inh,ZTA counter,Yeast superoxide,MCL1 BIM primary,EBNA-1 inh,Fam108B counter
Cc1ccc(S(=O)(=O)CCC(=O)OCC(=O)NC(C)c2ccc(F)cc2)cc1 (centres undefined),6,0.0,/,3,-9,94,5,/,/
O=C(CSc1oc(-c2ccc(F)cc2)nc1S(=O)(=O)c1ccc(F)cc1)NCC1CCCO1 (centres undefined),2,-0.1,-1.4,-2,3,104,0,-1,-3

New compounds follow.
canonical_smiles,GLD-1 RNA inh,Efflux pump inh,MEX-5 binding,BCLXL inh,ZTA counter,Yeast superoxide,MCL1 BIM primary,EBNA-1 inh,Fam108B counter
Cc1csc(CN(C)C(=O)C2CCC(=O)N(CCN(C)C)C2)n1 (centres undefined),2,-0.2,0.2,1,-15,110,3,-8,-2
O=C(COc1coc(CN2CCN(c3ccccc3F)CC2)cc1=O)Nc1ccccc1,9,0.0,-2.5,6,-10,129,2,-6,0
CN(C1CCCCC1)S(=O)(=O)c1ccc(NC(=O)C2CCCCC2)cc1,5,0.1,1.5,0,-7,135,-1,-12,1
O=C(c1cccs1)N1CCN(c2ccc(F)cc2)CC1,6,-0.1,-4.2,5,1,93,3,-4,-1
Cc1ccc(C(=O)O)cc1S(=O)(=O)N1CCSCC1,5,-0.2,-2.2,5,8,91,4,1,3
O=C(COc1ccc2c3c(c(=O)oc2c1)CCC3)NCc1cccnc1,-1,0.3,0.9,6,16,106,2,10,0
O=C(N/N=C/c1ccc(-c2ccccc2C(=O)O)o1)c1cccs1,6,-0.3,-11,28,-5,108,71*,-2,5
CCC1Sc2ccc(S(=O)(=O)CCC(=O)NCc3ccc(C)o3)cc2NC1=O (centres undefined),-5,-0.1,1.2,2,0,92,9,3,4
CCOCCCn1c(SCC(=O)Nc2ccc(OC)cc2)nc2ccccc2c1=O,-4,-0.1,0.2,5,-8,101,3,4,6
Clc1ccc(NCc2cccnc2)c(Cl)c1,5,-0.6,1.4,5,-7,104,-2,-8,-4
FC(F)(F)c1cc(C(F)(F)F)c2ccc(N/N=C/c3ccccc3)nc2n1,-5,0.1,-4.5,9,8,113,3,-6,0
COc1cccc(C(=O)Nc2cnc(NC(=O)c3ccco3)cc2C)c1,0,0.0,-0.6,2,10,103,8,3,4
Cc1ccc(NC(=O)Cn2c(=O)oc3ccccc32)cc1Cl,-1,-0.1,1.9,1,-13,119,4,-4,1
COc1ccc(-n2cnnc2SC(C)C(=O)Nc2cccc([N+](=O)[O-])c2)cc1 (centres undefined),0,0.2,0.7,5,16,99,-7,-8,-5
N#Cc1c(-c2ccco2)cc(-c2ccc(F)cc2)nc1N,-9,0.3,1.7,-6,7,96,-10,-2,-6
CCCCn1c(N)c(Sc2ccc([N+](=O)[O-])cc2)c(=O)[nH]c1=O,5,-0.1,-0.7,4,-9,102,-1,-4,4
O=C(/C=C/c1ccco1)Nc1ccc(Oc2ccc(Cl)cc2)cc1,11,0.2,-1.5,-2,4,100,5,-3,2
COc1ccc(CCC(=O)NC2CCCN(Cc3ccc(Cl)cc3)C2)cc1OC (centres undefined),5,0.0,1.2,9,-1,108,11,-4,-5
COc1ccc(-c2cc(C(F)F)n3ncc(C(=O)NCC4CCCO4)c3n2)cc1 (centres undefined),-3,-0.1,-0.2,-3,6,121,-3,-3,0
O=S(=O)(NCc1ccccn1)c1ccc2c(c1)OCCO2,1,0.1,-3.1,-1,-3,94,-6,8,1

Compounds as they come. Share with any hit: about 2.3%.
